# Vif inh: blocks HIV Vif function; HEK293T cells, Vif self-association by quenched fluorescence, imaging, 24 h; inhibition, % at 7.49 µM; hit rate 0.35% among 340,000; in the data active means inhibition above about 50%, passing the limit was not always enough; further: some results filed as inactive read as strong as hits
# MC4R antag cAMP: human MC4R antagonism in cAMP assay; P32245; inhibition, % at 6.5 µM; hit rate 0.48% among 360,000; MC4R-expressing cells, MTII-stimulated cAMP, LANCE TR-FRET;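 active means inhibition above its plate's cutoff, the mean of tested wells on that plate plus 3 SD, cut at about 29% in these data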;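 further: 0% = Melanotan II alone and 100% = Melanotan II plus saturating MCL0020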
# Target sequence (P32245 whole entry, looked up): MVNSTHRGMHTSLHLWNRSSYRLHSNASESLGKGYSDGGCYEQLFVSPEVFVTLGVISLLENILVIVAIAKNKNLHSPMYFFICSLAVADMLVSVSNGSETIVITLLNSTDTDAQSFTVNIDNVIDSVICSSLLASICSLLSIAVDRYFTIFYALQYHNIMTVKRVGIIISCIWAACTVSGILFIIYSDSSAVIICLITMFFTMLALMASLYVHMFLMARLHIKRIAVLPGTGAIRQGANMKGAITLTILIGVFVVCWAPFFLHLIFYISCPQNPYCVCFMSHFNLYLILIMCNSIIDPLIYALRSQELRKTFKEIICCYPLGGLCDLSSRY
#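 Assay system: U2OS cells stably expressing human melanocortin 4 receptor (MC4R) / Dosing: 6.5 µM / Timing: compound 30 min, challenge 1 h, detection 1 h / Measured by: Eu-cAMP/anti-cAMP TR-FRET, emission 671 nm / Replicates: singlicate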
# H9c2 protect: protects H9c2 cardiomyocytes from peroxide injury; H2O2 injury protection, ATPLite, 2 h; AID 588492; protection from H2O2 cell death, % at 20 µM; hit rate 0.63% among 360,000;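 active means compounds giving at least 50% protection of heart cells from peroxide-induced death in the single-dose screen, raw or plate-pattern-corrected value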;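 further: 0% = DMSO wells with peroxide and 100% = DMSO wells without peroxide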
# PDI turbidity: inhibitors of human protein disulfide isomerase; inhibition, % at 10 µM; hit rate 0.052% among 350,000; PDI insulin aggregation turbidity, A650, 90 min; AID 588391;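 active means mean inhibition across replicates of 30% or more, whatever share of single replicates reach that level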;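 further: absorbance from insulin aggregation driven by PDI reduction with DTT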
# aDG glyco act: alpha-DG glycosylation activation; hit rate 0.22% among 360,000; activation, % at 10 µM; Pro5-aDG cells, alpha-DG glycosylation AlphaScreen (IIH6); 0% Pro5, 100% B10-LARGE cell signal; AID 624168;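 active means activation of at least 8% versus controls, or a plate z-score of at least 8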;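 further: Pro5 are CHO cells carrying HIG-tagged alpha-DG that lacks glycosylation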
# MC4R ag barr: agonists of human melanocortin 4 receptor (MC4R) beta-arrestin. P32245. U2OS MC4R beta-arrestin complementation, luminescence; percent of melanotan II response, DMSO zero. activation, % at 8.9 µM. hit rate 0.98% among 360,000;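 active means activation above a per-plate cutoff, the mean activation of sample wells on that plate plus 3 SD, cut at about 8% in these data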
# N-glyco inh: N-linked glycosylation inhibition; reporter increase, % at 12.5 µM; hit rate 0.23% among 360,000; D54 ERlucT glycosylation luciferase reporter, 24 h; percent of 100 nM tunicamycin response;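 active means mean luciferase reporter signal, scaled so untreated is 0 and the glycosylation-blocking control 100, at or above a set limit in every replicate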;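 further: luciferase carries N-glycosylation sites so blocking glycosylation raises the light; 0% = median of neutral control wells and 100% = median of 100 nM tunicamycin wells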
# ABCB6 inh MLPCN: blocks the human ABCB6 transporter; K562-ABCB6 porphyrin accumulation, flow cytometry, 1 h; hits give low values; fluorescence ratio to DMSO, % at 10 µM; Q9NP58; hit rate 0.19% among 360,000; AID 602162;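 active means fluorescence ratio to DMSO below 75%, the collection mean minus 3 SD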;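 further: signal is porphyrin accumulated inside mitochondria; 100% equals median channel fluorescence of DMSO control wells; lower ratio means ABCB6 inhibition with less porphyrin fluorescence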
# CaV13 ICDI inh: Disruptors of the CACNA1D IQ motif to Ca2+-dependent inactivation inhibitor domain association, primary screening, Förster resonance energy transfer in intact living …. HEK cells, CFP/YFP FRET ICDI-IQ, plate reader, 10 min; percent FRET-ratio fall versus neutral wells. inhibition, % at 12.3 µM. hit rate 0.098% among 340,000;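 active means mean replicate inhibition of at least 30% and at least 1% of replicates passing that level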;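 further: 0% = median of the neutral control wells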
# m5-HT2A agonist: mouse HTR2A agonism via beta-arrestin recruitment; CHO-K1 mHTR2A beta-arrestin complementation, luminescence; percent of 30 µM serotonin response; activation, % at 7.6 µM; hit rate 0.66% among 360,000;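 active means activation above a run cutoff, the mean activation of all tested compounds plus 3 SD, cut at about 14% in these data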;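 further: 0% = plate median of compound wells and 100% = 30 µM serotonin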
# Target sequence (P35363 whole entry, looked up): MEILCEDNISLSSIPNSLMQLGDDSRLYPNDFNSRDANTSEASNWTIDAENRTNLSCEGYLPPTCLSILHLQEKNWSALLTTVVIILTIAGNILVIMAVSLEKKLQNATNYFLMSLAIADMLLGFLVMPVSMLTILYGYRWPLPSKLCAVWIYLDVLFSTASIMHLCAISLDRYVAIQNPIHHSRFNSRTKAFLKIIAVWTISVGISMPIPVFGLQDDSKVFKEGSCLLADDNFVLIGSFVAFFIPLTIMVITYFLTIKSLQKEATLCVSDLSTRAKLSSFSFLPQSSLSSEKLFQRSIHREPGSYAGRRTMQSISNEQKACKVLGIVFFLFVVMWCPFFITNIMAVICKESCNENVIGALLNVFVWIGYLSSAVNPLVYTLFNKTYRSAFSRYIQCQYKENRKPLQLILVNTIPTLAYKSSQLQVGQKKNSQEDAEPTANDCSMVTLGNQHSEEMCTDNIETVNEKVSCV
# Active calls of the source: *; · = not tested or not shown.
SMILES,Vif inh,MC4R antag cAMP,H9c2 protect,PDI turbidity,aDG glyco act,MC4R ag barr,N-glyco inh,ABCB6 inh MLPCN,CaV13 ICDI inh,m5-HT2A agonist
O=C(N/N=C/c1ccco1)c1cc(-c2ccccc2)n[nH]1,-10,-1,6,-4,-0.1,-1.3,3,91,0,-1
COCCN(C(=S)Nc1ccc(OC)c(Cl)c1)C1CCN(C(C)C)CC1,0,1,10,-1,-0.1,-1.0,2,98,5,0
CN1CCc2c(sc3nc(NCCO)n(-c4cccc(Cl)c4)c(=O)c23)C1,-17,6,-3,-1,0.0,-0.4,1,95,-18,1
COc1cc(C(=O)OCC(=O)Nc2cc(C)on2)ccc1OCc1ccccc1Cl,-5,16,-19,-2,-0.6,18*,-5,96,-4,-1
COc1ccccc1N(CC(=O)NCc1ccccc1)S(C)(=O)=O,-3,-1,-1,27,0.0,-0.7,2,103,-5,9
CN(C)CCCN(C(=O)c1ccc(C(=O)c2ccccc2)cc1)c1nc2c(F)cccc2s1,-4,4,5,-10,0.8,0.0,-1,95,-2,3
CCOc1ccccc1CNCCN1CCOCC1,·,5,4,-2,-0.2,0.0,3,101,-5,3
Cn1c2ccccc2c(=O)c2ccc(NCCc3cccs3)cc21,18,3,1,-2,0.8,1.9,-4,200,-4,3
O=C(Nc1ccccn1)c1cc2ccccc2cc1O,1,-7,-14,-4,-0.3,1.8,-3,91,·,3
CC(C)Oc1ccc(C2NC(=O)c3ccccc3O2)cc1 (centres undefined),7,-5,1,2,-0.1,0.0,0,98,-6,1
CC1CCCCN1CCNC(=O)c1cc2c(-c3ccccc3F)nn(C)c2s1 (centres undefined),6,5,-29,-5,0.0,-0.3,1,96,-6,-12
CCCC1c2ccsc2CCN1C(=S)NC (centres undefined),-5,-1,1,-4,0.2,0.0,-2,97,-20,0
CC(C)CCNC(=O)C1CCC(=O)N1C(C)C (centres undefined),·,4,5,10,-0.2,-1.7,2,103,-4,-1
CCCCOC(=O)NC1CCS(=O)(=O)C1 (centres undefined),·,3,2,14,-0.4,1.5,·,79,-9,-1
CCOc1cc(C(=O)NC(C)c2ccncc2)cc(OCC)c1OCC (centres undefined),·,14,4,0,-0.1,-0.4,3,95,-2,-3
COc1ccccc1C(=O)COC(=O)CNS(=O)(=O)c1ccc(NC(C)=O)cc1,9,12,-2,9,0.0,-1.4,2,101,·,0
CC(Oc1ccc(Cl)cc1Cl)C(=O)N(Cc1ccco1)C1CCS(=O)(=O)C1 (centres undefined),-8,7,-1,-1,0.0,1.6,-2,100,·,2
CCN(CC)C(=O)c1cccc(-c2csc(C(NC(C)=O)c3ccc(F)c(F)c3)n2)c1 (centres undefined),0,5,3,-4,0.0,-1.6,0,102,4,1
Cc1ccc(S(=O)(=O)N2c3ccccc3NC(=O)CC2C)cc1 (centres undefined),5,1,0,11,-0.1,0.3,2,101,-5,4
O=C(Nc1cccc(-c2nn[nH]n2)c1)c1ccc(Cl)s1,10,2,-3,0,0.9,-2.7,1,101,·,4
CC(C)COc1ccc(C(=O)Nc2sc3c(c2C(=O)O)CC(C)(C)OC3)cc1,-1,19,-6,-2,2.5,0.1,-3,106,-5,2
Cc1ccc(C)c(NC(=S)c2ccc3ccccc3n2)c1,0,23,-9,0,-0.3,3.4,-1,87,-6,0
COc1ccc(C2=NN(CN3C(=O)C(=O)c4ccccc43)C(c3ccc(OC)cc3)C2)cc1 (centres undefined),-7,-1,-7,-4,0.4,-1.1,1,111,6,-3
COC(=O)/C(C#N)=C\c1c(OC)[nH]c2ccccc12,-3,-5,-14,-1,0.1,-0.3,3,98,-1,-5
CC(=O)Nc1ccc(Oc2nc(C)cc(C)n2)cc1,0,-5,-2,0,-0.2,0.8,3,92,-6,4
Cc1cccc(NC(=O)c2cccc(S(=O)(=O)NCc3ccccc3)c2)n1,-2,-3,-5,5,0.7,-5.1,-2,97,-6,4
Cc1ncnc(N)c1CCCNc1ccccc1,-4,0,-1,-2,0.1,-0.4,-1,89,-6,2
O=S(=O)(c1ccccc1C(F)(F)F)N1C=CC(C(F)(F)F)=NCC1,7,10,-6,-1,0.0,0.4,-1,102,-5,-1
O=C1NC(=Nc2ccccc2)CS1,2,-3,-1,-1,0.0,-1.5,-1,92,-2,-1
O=S(=O)(c1cc(Cl)sc1Cl)N1CCCC1,12,9,5,-4,0.0,1.9,1,98,-4,1
N#Cc1c(CSCC(=O)O)cc(=O)n2c1[nH]c1ccccc12,8,13,-2,6,-0.1,-2.0,3,101,-1,-1
CCCCOc1ccc(-c2cn3ccccc3n2)cc1[N+](=O)[O-],3,0,-13,-7,1.6,-1.2,-12,99,-5,-2
CCCCc1nc(SCC(=O)Nc2cc(C)on2)n[nH]1,0,19,2,-3,0.0,0.2,1,102,-9,1
O=C(CSc1nnc2ccccn12)Nc1ccccc1Cl,-4,9,4,15,-0.2,-0.6,1,97,-9,-2
O=C(NCc1cccnc1)/C(=C\c1ccc(-c2ccc(Br)cc2)o1)S(=O)(=O)c1ccccc1,10,5,-21,-9,-0.3,-3.8,-11,101,-5,-6
COC(=O)c1sccc1NC(=O)Nc1ccccc1OC,-2,-1,8,-6,-0.2,-0.2,1,96,-2,1
CCOC(=O)C1=C(C)N(C)C(=O)NC1c1cccc([N+](=O)[O-])c1 (centres undefined),·,5,2,-2,-0.2,0.5,1,96,-11,3
COCCOC(=O)C1=C(C)NC(=O)NC1c1ccc(-c2ccc(F)cc2)o1 (centres undefined),-1,1,3,1,0.0,-0.6,1,102,-3,1
CCC(CC)C1C(C#N)=C(N)SC(N)=C1C#N,-7,24,-4,1,-0.2,5.2,1,100,-4,-3
O=C(NC(=S)N1CCCC1)c1ccc(Cl)cc1,-3,-2,6,7,0.0,-3.0,1,95,-5,0

# Laid out differently: 2 of the compounds above
COC(=O)/C(C#N)=C\c1c(OC)[nH]c2ccccc12
  Vif inh: -3; MC4R antag cAMP: -5; H9c2 protect: -14; PDI turbidity: -1; aDG glyco act: 0.1; MC4R ag barr: -0.3; N-glyco inh: 3; ABCB6 inh MLPCN: 98; CaV13 ICDI inh: -1; m5-HT2A agonist: -5
CC(=O)Nc1ccc(Oc2nc(C)cc(C)n2)cc1
  Vif inh: 0; MC4R antag cAMP: -5; H9c2 protect: -2; PDI turbidity: 0; aDG glyco act: -0.2; MC4R ag barr: 0.8; N-glyco inh: 3; ABCB6 inh MLPCN: 92; CaV13 ICDI inh: -6; m5-HT2A agonist: 4

# 16 neighbouring entries already listed, quoted:
SMILES,Vif inh,MC4R antag cAMP,H9c2 protect,PDI turbidity,aDG glyco act,MC4R ag barr,N-glyco inh,ABCB6 inh MLPCN,CaV13 ICDI inh,m5-HT2A agonist
CC(C)COc1ccc(C(=O)Nc2sc3c(c2C(=O)O)CC(C)(C)OC3)cc1,-1,19,-6,-2,2.5,0.1,-3,106,-5,2
Cc1ccc(C)c(NC(=S)c2ccc3ccccc3n2)c1,0,23,-9,0,-0.3,3.4,-1,87,-6,0
COc1ccc(C2=NN(CN3C(=O)C(=O)c4ccccc43)C(c3ccc(OC)cc3)C2)cc1 (centres undefined),-7,-1,-7,-4,0.4,-1.1,1,111,6,-3
COC(=O)/C(C#N)=C\c1c(OC)[nH]c2ccccc12,-3,-5,-14,-1,0.1,-0.3,3,98,-1,-5
CC(=O)Nc1ccc(Oc2nc(C)cc(C)n2)cc1,0,-5,-2,0,-0.2,0.8,3,92,-6,4
Cc1cccc(NC(=O)c2cccc(S(=O)(=O)NCc3ccccc3)c2)n1,-2,-3,-5,5,0.7,-5.1,-2,97,-6,4
Cc1ncnc(N)c1CCCNc1ccccc1,-4,0,-1,-2,0.1,-0.4,-1,89,-6,2
O=S(=O)(c1ccccc1C(F)(F)F)N1C=CC(C(F)(F)F)=NCC1,7,10,-6,-1,0.0,0.4,-1,102,-5,-1
O=C1NC(=Nc2ccccc2)CS1,2,-3,-1,-1,0.0,-1.5,-1,92,-2,-1
O=S(=O)(c1cc(Cl)sc1Cl)N1CCCC1,12,9,5,-4,0.0,1.9,1,98,-4,1
N#Cc1c(CSCC(=O)O)cc(=O)n2c1[nH]c1ccccc12,8,13,-2,6,-0.1,-2.0,3,101,-1,-1
CCCCOc1ccc(-c2cn3ccccc3n2)cc1[N+](=O)[O-],3,0,-13,-7,1.6,-1.2,-12,99,-5,-2
CCCCc1nc(SCC(=O)Nc2cc(C)on2)n[nH]1,0,19,2,-3,0.0,0.2,1,102,-9,1
O=C(CSc1nnc2ccccn12)Nc1ccccc1Cl,-4,9,4,15,-0.2,-0.6,1,97,-9,-2
O=C(NCc1cccnc1)/C(=C\c1ccc(-c2ccc(Br)cc2)o1)S(=O)(=O)c1ccccc1,10,5,-21,-9,-0.3,-3.8,-11,101,-5,-6
COC(=O)c1sccc1NC(=O)Nc1ccccc1OC,-2,-1,8,-6,-0.2,-0.2,1,96,-2,1

# Further results
SMILES,Vif inh,MC4R antag cAMP,H9c2 protect,PDI turbidity,aDG glyco act,MC4R ag barr,N-glyco inh,ABCB6 inh MLPCN,CaV13 ICDI inh,m5-HT2A agonist
COc1cccc(NC(=O)N2CCC(C(=O)Nc3ccc(C)cc3C)CC2)c1,-20,3,6,2,0.0,0.2,1,98,-5,-4
C/C(=N\Nc1nc(N2CCCCCC2)nc(N2CCCCCC2)n1)c1ccccc1,0,-5,-4,-24,0.1,2.1,-3,105,-5,6
O=C(CSc1nnc(-c2ccccc2F)o1)N1CCNC1=O,0,-2,5,7,0.3,3.9,-5,99,-7,3
COCCCn1c(SCc2nnc(-c3ccccc3)o2)nc2sc3c(c2c1=O)CCC3,-14,7,-6,-3,0.3,-0.5,-1,97,-4,0
CCOC(=O)c1[nH]c(C)c(C(=O)OC)c1C,-10,-16,-5,-5,0.1,-1.5,2,89,6,2
CCn1c(=O)c(C(=O)NNS(=O)(=O)c2ccc(C)cc2)c(O)c2ccccc21,3,-1,-6,-18,-0.1,4.5,0,107,-2,10
O=[N+]([O-])c1cc(Br)ccc1C[n+]1ccccc1,8,24,4,-8,-0.4,-1.1,7,93,-9,2
CCN1CCN(c2cc(C)c3cc(NC(=O)CCC(=O)N4CCN(c5ccccc5OC)CC4)ccc3n2)CC1,0,-9,5,-2,0.2,-0.1,-3,167,-2,-9
C[C@H]1CN([C@@H](C)CO)S(=O)(=O)c2ccc(Br)cc2O[C@@H]1CN(C)C(=O)Cc1cccnc1,1,0,3,-7,-0.3,-0.9,0,100,-3,2
CCOc1ccc(N=Cc2c(O)n(-c3cccc(C)n3)c(=O)c3ccccc23)cc1,-7,10,3,-4,0.0,-1.6,-1,93,-8,-1
COc1ccc(NC(=O)CCN2CCN(S(=O)(=O)c3ccc(Cl)cc3)CC2)cc1,4,7,4,10,0.1,-3.0,-1,96,-11,0
Cc1ccc2oc(Nc3nc(C)cc(C)n3)nc2c1,12,6,8,-1,0.0,0.4,-1,150,-2,-1
Cc1ccc(OCCNc2cc(N3CCN(CCO)CC3)ccc2[N+](=O)[O-])cc1C,31,-2,3,7,0.3,-0.3,6,101,-5,-7

# Compound activity as filed in PubChem BioAssay.
